NTMT1 inhibitor: blocks human N-terminal methyltransferase 1 activity. Q9BV86. NTMT1 MTase-Glo SAH luminescence, purified enzyme. Potency, µM (doses to about 114 µM), for inactives: top-dose activity change, negative = inhibition, hits mostly inhibitors. hit rate 2.5% among 59,000. AID 1645870;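 further: potency means the concentration at half of the fitted maximal effect; plate controls were DMSO vehicle for no effect and no enzyme for full effect; nearly all actives have a fitted effect of over 65% in size; many of its hits are not listed in these tables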
Target sequence (Q9BV86 whole entry, looked up): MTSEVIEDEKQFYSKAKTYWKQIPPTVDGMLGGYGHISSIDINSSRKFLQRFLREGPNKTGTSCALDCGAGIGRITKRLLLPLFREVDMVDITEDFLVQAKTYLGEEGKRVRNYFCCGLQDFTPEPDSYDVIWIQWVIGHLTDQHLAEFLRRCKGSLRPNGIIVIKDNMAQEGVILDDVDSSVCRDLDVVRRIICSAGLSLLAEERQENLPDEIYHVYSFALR
FH mod: Identification of activators of human fumarate hydratase by quantitative high-throughput screening; FH coupled MDH/diaphorase resazurin fluorescence, 15 min; Potency, µM (series often up to 79.9 µM), inactives show top-dose activity change, negative = inhibition, hits mostly inhibitors; hit rate 0.22% among 54,000; AID 1347055, 2019; further: potency means the concentration at half of the fitted maximal effect; on the % scale 0 is the no-effect control and ±100 the full control effect; the screen sought activators but most active calls are inhibition curves; nearly all actives have a fitted effect of over 45% in size
GALK inhibitor: GALK (human) enzyme inhibition. P51570. recombinant GALK, Kinase-Glo ATP luminescence, 1 h. Potency, µM (titrated, usually from 57.5 µM), for inactives: at the top dose activity, negative = inhibition, hits mostly inhibitors. 44,000 tested, under 10 active. AID 1347072;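 further: plate controls were full GALK reaction for no effect and reaction lacking GALK for full effect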
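Human GALK (5 nM) was incubated with 35 uM ATP and 100 uM galactose in 20 mM HEPES pH 8.0 with MgCl2, NaCl, DTT and BSA for 1 h at room temperature. Remaining ATP was measured by Kinase-Glo Plus luminescence.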
p53null 39C kill: kills p53 null cells at the nonpermissive temperature; H1299 p53-null (neo) cells, 39C, ATPlite viability, 24 h; Potency, µM (series often up to 46.1 µM), for inactives: top-dose activity, negative = cell killing, hits mostly cytotoxic; hit rate 0.97% among 55,000; AID 904;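 further: potency means the concentration at half of the fitted maximal effect; 0% = DMSO only and -100% = full killing by 100 µM tamoxifen; nearly all actives have a fitted effect of over 50% in size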
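Cells seeded at 600/well, 37C overnight. Compound added (up to 46 uM), plates shifted to 39C for 24 hr. ATPlite added, luminescence read after 20 min at room temperature.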
p53null 32C kill: kills p53 null cells at the permissive temperature | hit rate 0.62% among 55,000 | AID 903 | Potency, µM (top dose mostly 46.1 µM), inactives show at the top dose activity change, negative = cytotoxicity, actives largely listed as cytotoxic | H1299-neo p53 null cells, ATP luminescence, 24 h, 32C;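 further: potency means the concentration at half of the fitted maximal effect; 0% = DMSO only and -100% = full killing by 100 µM tamoxifen; nearly all actives have a fitted effect of over 55% in size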
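H1299-neo (p53 null) cells, 600/well, treated 24 h at 32C with compound up to 46 uM; ATPlite luminescence viability, normalized to DMSO and 100 uM tamoxifen; AC50 by Hill fit.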
B2AR arrestin ag: beta-arrestin recruitment by human beta2-adrenergic receptor ligands | Potency, µM (highest dose often 46.1 µM), for the others: at the highest dose activation, usual class: activators | P07550 | AID 1347077 | 44,000 tested, under 10 active | HTLA Tango cells, beta-arrestin recruitment, luciferase luminescence, 18 h;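 further: potency means the concentration at half of the fitted maximal effect; 0% = DMSO and full agonism = EC100 isoproterenol or metaproterenol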
Target sequence (P07550 whole entry, looked up): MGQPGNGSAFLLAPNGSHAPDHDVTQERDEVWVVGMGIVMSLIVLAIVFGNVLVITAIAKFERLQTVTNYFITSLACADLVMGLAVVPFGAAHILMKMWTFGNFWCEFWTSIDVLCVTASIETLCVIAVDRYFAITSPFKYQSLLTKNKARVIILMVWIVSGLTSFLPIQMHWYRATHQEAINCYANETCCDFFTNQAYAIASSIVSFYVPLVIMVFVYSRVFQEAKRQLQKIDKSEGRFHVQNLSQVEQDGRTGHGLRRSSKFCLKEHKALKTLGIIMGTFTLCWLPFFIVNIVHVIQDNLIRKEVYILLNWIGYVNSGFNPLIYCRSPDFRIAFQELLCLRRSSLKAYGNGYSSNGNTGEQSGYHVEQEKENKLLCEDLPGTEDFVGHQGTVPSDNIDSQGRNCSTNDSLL
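Tango cells (recombinant beta2-AR, beta-arrestin, tTA-driven luciferase), 1500/well in DMEM 1% FBS, treated 18 h at 37 °C with compounds up to 46 µM; luciferin mix added, luminescence read after 15 min; %activity curves fitted and curve-classed.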
TSG101-PTAP inh: TSG101-PTAP interaction inhibition, HIV-1 budding | Fluorescence polarization, FITC-PTAP peptide/Tsg101, 20 min | 44,000 tested, under 10 active | Potency, µM (top dose mostly 115 µM), without a hit: at the highest dose activity change, negative = inhibition, actives largely listed as inhibitors | Q99816; further: potency means the concentration at half of the fitted maximal effect; 0% is about no effect
Target sequence (Q99816 whole entry, looked up): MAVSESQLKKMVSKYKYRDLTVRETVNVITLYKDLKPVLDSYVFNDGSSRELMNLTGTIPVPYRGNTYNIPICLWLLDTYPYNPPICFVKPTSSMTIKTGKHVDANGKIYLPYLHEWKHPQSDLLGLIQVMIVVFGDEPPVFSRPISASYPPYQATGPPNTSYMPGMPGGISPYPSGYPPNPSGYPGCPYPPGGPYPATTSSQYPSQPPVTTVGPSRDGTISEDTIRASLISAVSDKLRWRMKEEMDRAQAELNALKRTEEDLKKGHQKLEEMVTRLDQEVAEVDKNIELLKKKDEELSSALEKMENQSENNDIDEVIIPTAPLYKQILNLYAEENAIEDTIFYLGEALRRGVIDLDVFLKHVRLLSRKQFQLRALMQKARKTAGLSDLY
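Fluorescence polarization: Tsg101 binding domain (10 uM final) in 10 mM HEPES pH 7.5, 0.15 M NaCl, 0.01% Tween 20, 3 mM EDTA, 0.1 mM TCEP; compounds pinned; FITC-PTAP peptide 50 nM final; 20 min, r.t.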
* = called active by the depositor; ? = inconclusive; . = not tested or not shown; [ ] = another dose, or the depositor's remark. The call rests on the fitted dose curve; in most records, active means well fitted curve in the direction sought with a large enough effect; inconclusive means small, poorly fitted or top-dose-only effect, or another doubt; inactive means no such curve, though single readings can be large; an effect the other way counts as inactive or inconclusive.

Letter code: A = NTMT1 inhibitor; B = FH mod; C = GALK inhibitor; D = p53null 39C kill; E = p53null 32C kill; F = B2AR arrestin ag; G = TSG101-PTAP inh
Cc1ccccc1NC(=O)c1ccc2c(O)c(S(=O)(=O)c3ccccc3)c(=O)[nH]c2c1
  A = 9%	B = -12%	C = -11%	D = -6%	E = -3%	F = 1%	G = 3%
CCOC(=O)c1c(-c2ccc(C)cc2)csc1NC(=O)c1cc(=O)c2cc(C)c(C)cc2o1
  A = 12%	B = -5%	C = 11%	D = -21%	E = -2%	F = 1%	G = 1%
Cc1ccc(C)c(N2CCN(C(=O)Cn3cnc4onc(-c5ccc(F)cc5)c4c3=O)CC2)c1
  A = -3%	B = -20%	C = 0%	D = -15%	E = 0%	F = -1%	G = -5%
Cc1cc(NC(=O)CSc2ncc(C(=O)Nc3ccc(F)cc3)c(=O)n2C)no1
  A = 11%	B = -3%	C = -1%	D = 10%	E = 10%	F = -4%	G = 0%
Cc1cc(C)cc(NCc2nnc3n2CCCCC3)c1
  A = -15%	B = -8%	C = -3%	D = 0%	E = -1%	F = -1%	G = -9%
COCCCNC(=O)c1cnc2sc(N3CCCCCC3)nn2c1=O
  A = -2%	B = 0%	C = 0%	D = -2%	E = -8%	F = 0%	G = -5%
COc1ccc(OC)c(CNS(=O)(=O)c2ccc(-c3cc(C(F)(F)F)on3)s2)c1
  A = 4%	B = ?	C = -1%	D = 6%	E = 23%	F = 0%	G = -3%
Cc1ccc2c(c1)c1c(c(=O)n(-c3ccccc3)c(=O)n1CC(=O)NCCC1=CCCCC1)n2C
  A = ?	B = 2%	C = 1%	D = -7%	E = -2%	F = 0%	G = -4%
NS(=O)(=O)c1ccc(CCNC(=O)C2COc3ccccc3C2)cc1 (stereo unspecified)
  A = 13%	B = ?	C = -1%	D = ?	E = -7%	F = 2%	G = 0%
COc1ccccc1NC(=O)CN(c1cc(C)cc(C)c1)S(=O)(=O)c1c(C)[nH]c(=O)[nH]c1=O
  A = 5%	B = -28%	C = 6%	D = -11%	E = -4%	F = 0%	G = -6%
COc1ccc(S(=O)(=O)N(Cc2nc(-c3ccccc3)no2)C2CCCCC2)cc1
  A = 2%	B = -18%	C = 8%	D = 3%	E = 1%	F = 0%	G = -6%
COc1cccc(C(=O)NC2CC(=O)N(c3ccc4c(c3)OCCO4)C2)c1OC (stereo unspecified)
  A = -1%	B = 0%	C = 0%	D = 7%	E = -2%	F = -3%	G = 0%
CC(=O)N1CCCc2cc(S(=O)(=O)Nc3ccc(C)c(F)c3)ccc21
  A = -2%	B = 21%	C = 3%	D = 10%	E = -2%	F = -1%	G = 2%
COc1cccc(C2CC(=O)Nc3cc(OC)c(OC)c(OC)c32)c1OC(C)C (stereo unspecified)
  A = 0%	B = -3%	C = -7%	D = -21%	E = 1%	F = 0%	G = 1%
COc1ccc(NC(=O)COc2ccc(S(=O)(=O)NC3CCCCC3)cc2)c(OC)c1
  A = 9%	B = -6%	C = 3%	D = ?	E = -1%	F = 1%	G = -12%
CCOc1ccc(CN2C(=O)c3ccccc3Sc3ccc(C(=O)NCc4ccc(C)cc4)cc32)cc1
  A = 7%	B = -15%	C = 9%	D = 1%	E = 29%	F = 0%	G = -4%
CCCCOc1cccc(C(=O)Nc2ccc3oc(-c4cccnc4)nc3c2)c1
  A = -3%	B = -11%	C = -17%	D = -3%	E = 6%	F = 1%	G = 7%
COc1ccc(Cl)cc1NC(=O)c1ccc2c(c1)CCN2S(C)(=O)=O
  A = 1%	B = -19%	C = 3%	D = -16%	E = -3%	F = -2%	G = 2%
Cc1nc2scc(C)n2c(=O)c1S(=O)(=O)NCCc1ccccc1
  A = .	B = .	C = 2%	D = 2%	E = -1%	F = -1%	G = -1%
Cc1cc(Br)ccc1NC(=O)C(Cc1ccccc1)NS(=O)(=O)c1ccc(Br)s1 (stereo unspecified)
  A = 1%	B = -3%	C = 1%	D = ?	E = -15%	F = -2%	G = 1%
COc1cccc(CNC(=O)Cc2csc3nc(-c4ccccc4)cn23)c1
  A = 14%	B = -6%	C = -1%	D = -15%	E = -8%	F = 0%	G = 2%
CCOc1ccc(NC(=O)CSc2nc(-c3ccc(OC)cc3)nc3c2Cc2c(CO)cnc(C)c2O3)cc1
  A = 11%	B = -5%	C = -7%	D = -10%	E = -1%	F = 1%	G = 0%
COc1ccc(-n2ncc(C(=O)N3CCN(C(=O)c4ccco4)CC3)c2C2CCN(C(=O)OC(C)(C)C)CC2)cc1
  A = 8%	B = 3%	C = 1%	D = -16%	E = 1%	F = 0%	G = 0%
COc1ccc(Cl)cc1NC(=O)Cn1c(=O)c2ccccc2n2nncc12
  A = 10%	B = -19%	C = 7%	D = 15%	E = -2%	F = 1%	G = -5%
Cc1oc(-c2ccccc2F)nc1Cn1c(SCc2cccc(C(F)(F)F)c2)nc2ccncc21
  A = 3%	B = 2%	C = -10%	D = -7%	E = -15%	F = -4%	G = 0%
Cc1ccc(Cn2c(=O)c3ccccc3n3c(-c4ccccc4)nnc23)cc1
  A = -8%	B = -11%	C = -7%	D = 8%	E = 2%	F = -2%	G = -2%
COc1cccc(-c2nnc3n(Cc4ccccc4Cl)c(=O)c4ccccc4n23)c1O
  A = -4%	B = -23%	C = 3%	D = -12%	E = -3%	F = -1%	G = 1%
CCOc1ccc(-c2nn(-c3ccccc3)cc2C2NC(=O)NC(C)=C2C(=O)OC(C)C)cc1 (stereo unspecified)
  A = 1%	B = -30%	C = 3%	D = 47%[activator]	E = 51%[activator]	F = -1%	G = -9%
CCN1CCC(N(Cc2ccc(F)cc2)C(=O)Nc2cccc(C(F)(F)F)c2)CC1
  A = -15%	B = 6%	C = 1%	D = -21%	E = -17%	F = -1%	G = 2%
CCOCCc1nn2c(=O)cc(COC(=O)c3ccccc3NC(=O)CC(C)C)nc2s1
  A = 26%	B = 10%	C = 0%	D = -9%	E = -10%	F = -1%	G = -8%
Cc1ccccc1S(=O)(=O)Cc1ccc(C(=O)NCc2ccccc2Cl)o1
  A = -15%	B = 0%	C = 1%	D = -9%	E = 5%	F = -2%	G = 3%
O=C(c1ccc2c(c1)N(Cc1ccc(Cl)cc1)C(=O)c1ccccc1S2=O)N1CCCCC1 (stereo unspecified)
  A = -4%	B = -26%	C = 9%	D = -17%	E = 3%	F = 1%	G = -5%
Cc1ccc(Cn2cc(C(=O)c3ccc4c(c3)OCO4)c(=O)c3cc(C)ccc32)cc1
  A = ?	B = -19%	C = 0%	D = 0%	E = -4%	F = -2%	G = 0%
Cn1c(=O)c2c(-c3ccc(Cl)cc3)n(Cc3ccccc3)cc2n(C)c1=O
  A = -7%	B = 2%	C = 9%	D = -5%	E = 13%	F = 1%	G = -4%
COc1ccc(OC)c(NC(=O)Cc2c(C(=O)O)n(C)c3ccc(C)cc23)c1
  A = 3%	B = -22%	C = 5%	D = -18%	E = -16%	F = -2%	G = 1%
COc1cccc(NC(=O)CCCn2c(=O)c3cccn3c3cccnc32)c1
  A = 0%	B = 3%	C = 0%	D = -13%	E = -6%	F = 0%	G = -4%
CC(=O)N1CCCc2cc(S(=O)(=O)N3CCC(C(=O)Nc4cccc(Cl)c4C)CC3)ccc21
  A = 21%	B = -5%	C = -1%	D = 24%	E = 5%	F = 0%	G = -9%
Cc1ccc(N(C)S(=O)(=O)c2nnc(NC(=O)CC(C)C)s2)cc1
  A = 3%	B = 12%	C = 3%	D = -12%	E = 0%	F = 1%	G = -4%
Cc1c2cnn(CC(=O)NCc3ccccc3)c(=O)c2c(C)n1Cc1cccc(Cl)c1
  A = 5%	B = -11%	C = 4%	D = ?	E = 8%	F = -3%	G = 1%
O=C(Nc1ccccc1[N+](=O)[O-])c1csnn1
  A = -2%	B = -1%	C = 0%	D = -11%	E = 0%	F = -2%	G = 1%
Cc1ccc(Cl)cc1NC(=O)CSc1nc2c(c(=O)[nH]1)CN(Cc1ccccc1)CC2
  A = -3%	B = 3%	C = 1%	D = 3%	E = -6%	F = -2%	G = 1%
CCc1ccccc1-n1nnc(-c2nsc(NC(=O)c3ccc(C)c(C)c3)n2)c1C
  A = 14%	B = -5%	C = -2%	D = 43%[activator]	E = 41%[activator]	F = 0%	G = 0%
Cn1nc(-c2ccc(OCC(=O)Nc3ccccc3)cc2)c2ccccc2c1=O
  A = -1%	B = -12%	C = ?	D = -4%	E = 2%	F = 1%	G = -8%
Cc1cc(C)n(CCc2nc3c4ccccc4nc(N4CCN(c5cccc(C)c5C)CC4)n3n2)n1
  A = -3%	B = -7%	C = 2%	D = 7%	E = 10%	F = -1%	G = -1%
Cc1ccc(N(C)S(=O)(=O)c2ccc3c(c2)C(C)(C)C(=O)N3C)cc1C
  A = -6%	B = 0%	C = -2%	D = -9%	E = -7%	F = 0%	G = -15%
CCOC(=O)C1CCCN(C(=O)Cn2ncc3c4ccccc4n(Cc4ccc(F)cc4)c3c2=O)C1 (stereo unspecified)
  A = -1%	B = -29%	C = 4%	D = -13%	E = 5%	F = -3%	G = -4%
O=S(=O)(Nc1cc(F)ccc1F)c1ccc2[nH]c3c(c2c1)CCCCC3
  A = ?	B = ?	C = -2%	D = 10%	E = 29%	F = -1%	G = -2%
CS(=O)(=O)c1cccc(-c2nnc(NC(=O)c3ccc4c(c3)OCCO4)o2)c1
  A = 5%	B = 24%	C = 3%	D = 11%	E = -2%	F = 0%	G = -7%

A portion from the list above:
Letter code: A = NTMT1 inhibitor; B = FH mod; C = GALK inhibitor; D = p53null 39C kill; E = p53null 32C kill; F = B2AR arrestin ag; G = TSG101-PTAP inh
Cc1c2cnn(CC(=O)NCc3ccccc3)c(=O)c2c(C)n1Cc1cccc(Cl)c1
  A = 5%	B = -11%	C = 4%	D = ?	E = 8%	F = -3%	G = 1%
O=C(Nc1ccccc1[N+](=O)[O-])c1csnn1
  A = -2%	B = -1%	C = 0%	D = -11%	E = 0%	F = -2%	G = 1%
Cc1ccc(Cl)cc1NC(=O)CSc1nc2c(c(=O)[nH]1)CN(Cc1ccccc1)CC2
  A = -3%	B = 3%	C = 1%	D = 3%	E = -6%	F = -2%	G = 1%
CCc1ccccc1-n1nnc(-c2nsc(NC(=O)c3ccc(C)c(C)c3)n2)c1C
  A = 14%	B = -5%	C = -2%	D = 43%[activator]	E = 41%[activator]	F = 0%	G = 0%
Cn1nc(-c2ccc(OCC(=O)Nc3ccccc3)cc2)c2ccccc2c1=O
  A = -1%	B = -12%	C = ?	D = -4%	E = 2%	F = 1%	G = -8%
Cc1cc(C)n(CCc2nc3c4ccccc4nc(N4CCN(c5cccc(C)c5C)CC4)n3n2)n1
  A = -3%	B = -7%	C = 2%	D = 7%	E = 10%	F = -1%	G = -1%
Cc1ccc(N(C)S(=O)(=O)c2ccc3c(c2)C(C)(C)C(=O)N3C)cc1C
  A = -6%	B = 0%	C = -2%	D = -9%	E = -7%	F = 0%	G = -15%

Screening data: PubChem, National Center for Advancing Translational Sciences (NCATS)

An excerpt, so the mix of outcomes need not match the whole.
